Compound activity deposited in PubChem BioAssay by several laboratories.
MC4R antagonist: MC4R antagonists of cAMP signaling, primary screen, cell-based, TR-FRET, antagonist arm of biased-ligand search. MC4R-expressing cells, MTII-stimulated cAMP, LANCE TR-FRET. inhibition, % at 6.5 µM. hit rate 0.48% among 360,000. AID 540295, 2011;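 active = inhibition above its plate's cutoff, the mean of tested wells on that plate plus 3 SD, cut at about 29% in these data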;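 also: 0% = Melanotan II alone and 100% = Melanotan II plus saturating MCL0020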
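Assay system: U2OS cells stably expressing human melanocortin 4 receptor (MC4R) / Dosing: 6.5 µM / Timing: compound 30 min, challenge 1 h, detection 1 h / Measured by: Eu-cAMP/anti-cAMP TR-FRET, emission 671 nm / Replicates: singlicate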
ABHD5 PLIN5 PPI: ABHD5-PLIN5 interaction inhibitors, primary screen, cell lysate, split luciferase complementation, luminescence. inhibition, % at 4 µM. Split G. princeps luciferase complementation, 4 h. Perilipin-5 (Homo sapiens) + 1-acylglycerol-3-phosphate O-acyltransferase ABHD5 (Homo …. hit rate 0.78% among 360,000;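 active = inhibition above the mean inhibition across every tested compound plus 3 SD, cut at about 22% in these data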;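 also: 0% = DMSO only wells and the 100% control is not disclosed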
H9c2 protect: cardioprotection against H2O2-induced cell death, primary screen, uHTS, H9c2 cells, ATPLite luminescence. H9c2 cardiomyocytes, H2O2 injury protection, 2 h. protection from H2O2 cell death, % at 20 µM. hit rate 0.63% among 360,000;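 active = compounds giving at least 50% protection of heart cells from peroxide-induced death in the single-dose screen, raw or plate-pattern-corrected value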;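 also: 0% = DMSO wells with peroxide and 100% = DMSO wells without peroxide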
HTR2A ag: mouse Htr2a agonists via beta-arrestin recruitment, primary screen, cell-based, luminescence; hit rate 0.66% among 360,000; activation, % at 7.6 µM; 5-hydroxytryptamine receptor 2A (Mus musculus), P35363; AID 624169, 2012; CHO-K1 mHTR2A beta-arrestin complementation; percent of 30 µM serotonin response;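 active = activation above a run cutoff, the mean activation of all tested compounds plus 3 SD, cut at about 14% in these data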;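 also: 0% = plate median of compound wells and 100% = 30 µM serotonin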
Target sequence (P35363 whole entry, looked up): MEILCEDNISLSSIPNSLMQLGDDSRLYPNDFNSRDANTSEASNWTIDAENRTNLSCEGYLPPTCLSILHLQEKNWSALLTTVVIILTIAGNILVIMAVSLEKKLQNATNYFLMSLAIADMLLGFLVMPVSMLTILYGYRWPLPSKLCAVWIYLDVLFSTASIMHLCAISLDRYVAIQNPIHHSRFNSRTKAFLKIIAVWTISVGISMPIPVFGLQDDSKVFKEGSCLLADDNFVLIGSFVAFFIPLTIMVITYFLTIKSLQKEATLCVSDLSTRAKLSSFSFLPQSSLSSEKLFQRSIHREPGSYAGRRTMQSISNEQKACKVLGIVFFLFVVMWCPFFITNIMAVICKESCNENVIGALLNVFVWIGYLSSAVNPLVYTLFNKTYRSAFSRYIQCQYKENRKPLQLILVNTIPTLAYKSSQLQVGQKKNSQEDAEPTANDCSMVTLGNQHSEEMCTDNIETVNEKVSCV
N-glyco inh: increase of ERlucT glycosylation luciferase signal, primary screen, N-linked glycosylation inhibitor project, D54 ERlucT cells, luminescence, set 2. D54 ERlucT glycosylation luciferase reporter, 24 h; percent of 100 nM tunicamycin response. reporter increase, % at 12.5 µM. hit rate 0.23% among 360,000;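 active = mean luciferase reporter signal, scaled so untreated is 0 and the glycosylation-blocking control 100, at or above a set limit in every replicate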;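 also: luciferase carries N-glycosylation sites so blocking glycosylation raises the light; 0% = median of neutral control wells and 100% = median of 100 nM tunicamycin wells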
MC4R ag barr: MC4R agonists recruiting beta-arrestin, primary screen, cell-based, luminescence, agonist arm of biased-ligand search; Melanocortin receptor 4 (Homo sapiens), P32245; U2OS MC4R beta-arrestin complementation; percent of melanotan II response, DMSO zero; activation, % at 8.9 µM; hit rate 0.98% among 360,000;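 active = activation above a per-plate cutoff, the mean activation of sample wells on that plate plus 3 SD, cut at about 8% in these data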
ABCB6 inh 2: ABCB6 transporter inhibitors, primary screen, K562-ABCB6 cells, flow cytometry, MLPCN library. hit rate 0.19% among 360,000. ATP-binding cassette sub-family B member 6 (Homo sapiens), Q9NP58. K562-ABCB6 porphyrin accumulation, 1 h; active compounds read low. AID 602162, 2011. fluorescence ratio to DMSO, % at 10 µM;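 active = fluorescence ratio to DMSO below 75%, the collection mean minus 3 SD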;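 also: signal is porphyrin accumulated inside mitochondria; 100% equals median channel fluorescence of DMSO control wells; lower ratio means ABCB6 inhibition with less porphyrin fluorescence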
Exocytosis inh: LAMP-1 surface exposure blockers, TALL-104 cells – cell-based, flow cytometry, MLPCN library, primary screen; inhibition, % at 10 µM; TALL-104 LAMP-1 surface exposure; cells stimulated with thapsigargin and PMA; hit rate 0.66% among 360,000;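 active = inhibition above about 55%, limit read from the data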
CaV13 FRET inh: Disruptors of the CACNA1D IQ motif to Ca2+-dependent inactivation inhibitor domain association, primary screening, Förster resonance energy transfer in intact living …. hit rate 0.098% among 340,000. inhibition, % at 12.3 µM. HEK cells, CFP/YFP FRET ICDI-IQ, plate reader, 10 min; percent FRET-ratio fall versus neutral wells;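 active = mean replicate inhibition of at least 30% and at least 1% of replicates passing that level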;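 also: 0% = median of the neutral control wells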
PDI inh: inhibitors of human PDI, primary screen, biochemical, turbidity, single point, plate reader. PDI insulin aggregation turbidity, A650, 90 min. inhibition, % at 10 µM. hit rate 0.052% among 350,000. AID 588391, 2011;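 active = mean inhibition across replicates of 30% or more, whatever share of single replicates reach that level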;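 also: absorbance from insulin aggregation driven by PDI reduction with DTT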
Target sequence (P07237 whole entry, looked up): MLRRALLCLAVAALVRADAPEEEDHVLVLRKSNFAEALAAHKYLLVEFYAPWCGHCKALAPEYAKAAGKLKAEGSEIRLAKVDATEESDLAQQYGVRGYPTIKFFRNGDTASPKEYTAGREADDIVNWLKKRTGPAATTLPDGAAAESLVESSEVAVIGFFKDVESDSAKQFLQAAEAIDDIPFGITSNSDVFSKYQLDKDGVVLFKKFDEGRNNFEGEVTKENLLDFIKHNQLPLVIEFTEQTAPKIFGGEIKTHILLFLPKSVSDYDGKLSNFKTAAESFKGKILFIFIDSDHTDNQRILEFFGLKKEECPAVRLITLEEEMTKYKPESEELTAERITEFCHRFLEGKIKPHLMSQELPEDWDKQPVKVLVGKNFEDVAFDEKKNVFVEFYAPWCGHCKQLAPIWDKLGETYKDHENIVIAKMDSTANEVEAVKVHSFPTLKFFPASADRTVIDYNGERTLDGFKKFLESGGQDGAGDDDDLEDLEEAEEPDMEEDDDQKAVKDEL
Active calls of the source: *; i = inactive; / = no result given.

Molecule,HTR2A ag,N-glyco inh,PDI inh,H9c2 protect,CaV13 FRET inh,ABHD5 PLIN5 PPI,MC4R antagonist,ABCB6 inh 2,MC4R ag barr,Exocytosis inh
COc1ccc(C2CC(c3ccc(Cl)c(Cl)c3)Nc3nc(N)nn32)cc1 (centres undefined),-3,-5,/,-11,-12,1,-12,96,3.8,2
CC(C)=CC(=O)OCC(=O)Nc1cc([N+](=O)[O-])ccc1F,5,-1,7,0,-3,2,-51,102,1.7,-3
Cc1cc(C)n2nc(-c3cccnc3)nc2n1,3,0,-4,0,-2,-3,0,93,0.4,0
NC(=O)C1CCN(C(=O)NC2CC(=O)N(c3ccc4c(c3)OCCO4)C2)CC1 (centres undefined),1,-1,4,3,-6,6,0,101,-0.8,3
COc1cc(NC2c3ccccc3C(=O)N2c2cc(C)ccn2)cc(OC)c1OC (centres undefined),-1,1,/,3,-3,7,6,98,-0.4,1
COc1ccc(CNC(=O)CCn2c(C)csc2=O)cc1,-6,3,4,10,-6,2,9,99,-1.6,2
COc1ccc(CC(=O)NCCc2ccc(S(N)(=O)=O)cc2)cc1,0,0,-1,3,-6,-2,3,108,-2.1,1
CCOc1ccc(-c2csc3ncn(-c4ccc(OC)cc4)c(=O)c23)cc1,0,3,-6,-8,-3,1,9,98,3.1,3
CSc1ccc(CN(C)C(=O)CSCC(=O)Nc2ccc(C)cc2)cc1,-4,1,-5,-7,-1,-1,5,95,-0.6,1
CCOC(=O)C(Cc1ccc(O)cc1)NC(=O)CCc1c[nH]c2ccccc12 (centres undefined),6,1,10,2,-3,-3,9,96,-2.7,-12
Cc1cccc(N2CCN(C(=O)CCS(=O)(=O)c3ccc4c(c3)NC(=O)CO4)CC2)c1C,-1,-2,-5,-5,-4,1,5,94,-2.7,2
COc1ccc(N(C)C(=O)Nc2ccc3nsnc3c2)cc1,-3,-2,-3,-10,-15,-50,-1,110,-0.1,-2
O=C(CCCN1C(=O)/C(=C\c2cccs2)SC1=S)Nc1ccc(O)cc1,-1,0,9,-10,-3,-8,26,97,10*,22
COc1ccc(C2C(C(=O)c3ccco3)=C(O)C(=O)N2CCN2CCOCC2)c(OC)c1 (centres undefined),12,2,8,7,-3,6,0,95,2.8,-5
CSCCC(NC(=O)/C(=C/c1ccc(F)cc1)NC(C)=O)C(=O)O (centres undefined),-2,1,1,6,3,-3,1,102,-2.8,-1
Cc1ccc(NC(=O)c2cc(-c3cccs3)on2)cc1,0,2,1,-4,-5,5,-1,95,1.1,0
COC(=O)c1cc2c(ccn2-c2ccc(F)cc2)n1Cc1ccc(OC(C)=O)cc1,-6,8,-1,-16,-5,-1,-2,100,-1.7,-5
Cc1cc(NS(=O)(=O)c2ccc(NC(=O)/C=C/c3ccccc3Cl)cc2)no1,-2,/,-2,-1,-2,-3,5,103,-0.2,-3
COc1cccc(-c2nc(CS(=O)(=O)CC(=O)NCCN3CCOCC3)c(C)o2)c1,-5,3,-10,-5,-7,-1,5,95,-0.8,-2
CCOC(=O)c1sc2cc([N+](=O)[O-])cc(SCC(C)C)c2c1N,6,0,8,0,-8,1,3,i,0.6,-2
Cc1cccc(OCCC(=O)OCC(=O)N2c3ccccc3NC(=O)C2(C)C)c1,2,1,-4,9,-6,-10,17,99,1.4,-2
Cc1cccc(OC(C)C(=O)Nc2ccc(S(=O)(=O)N3CCCC3)cc2)c1 (centres undefined),4,-4,4,-3,-10,8,7,100,1.4,-1
CC(C)Nc1nc(NC(C)C)nc(Oc2ccc(/C=N/O)cc2)n1,4,0,4,11,-4,-1,5,94,-1.6,0
O=C(c1ccccc1)c1ncc[nH]1,7,1,-1,2,-4,2,11,95,-2.0,0
COC(=O)[C@]12CCCCC=C1N(Cc1ccccc1)C(=O)[C@H](CC(=O)N1CCC(c3ccccc3)CC1)C2,8,/,/,/,-7,-5,/,95,/,5
CCOC(=O)c1c(NC(=O)c2cccs2)sc2c1CCCC2,-3,1,-1,-9,-1,-1,3,98,-1.0,7
Cc1ccc(OCC(=O)OCC(=O)c2ccccc2)cc1C,-1,1,3,0,/,1,22,101,0.1,0
Cc1noc(C)c1CCC(=O)Nc1c(C(C)C)cccc1C(C)C,0,-1,-7,-2,-2,3,4,108,-0.5,6
C/C(Cl)=C\COc1cc(C)nc2c(Br)cccc12,-4,-1,-3,-2,-5,-5,-2,92,-1.8,2
Cc1csc(=N)n1-c1ccc(Cl)cc1,-3,0,-3,-6,-9,-1,-6,95,2.0,-2
O=C(NCC1CCCCC1)c1cc(Br)ccc1Cl,2,1,0,0,-2,11,4,87,0.3,-2
O=C(CSc1nnnn1Cc1ccccc1)c1ccccc1,-4,-1,2,-8,-4,0,0,105,-0.6,3
O=C(C1CCN(S(=O)(=O)c2cccc3cccnc23)CC1)N1CCn2c1nc1ccccc12,-33,1,-6,17,4,0,20,95,-6.7,-5
Cn1c(Cn2c(=O)sc3ccccc32)nnc1SCC(=O)Nc1cccc(F)c1,0,-2,/,0,-7,1,3,102,-1.2,-2
CC(NCc1ccc(S(N)(=O)=O)cc1)C(=O)N1CCc2ccccc21 (centres undefined),-1,2,1,-3,-6,-8,4,99,-0.7,3
NC(=O)CSc1nnc(-c2ccccn2)n1N,0,-1,1,6,-5,9,11,100,1.6,0
O=c1[nH]c(C(F)(F)C(F)(F)C(F)(F)F)no1,-1,2,-6,1,-5,-3,0,99,-1.0,-6
COc1cc(/C=N/N(c2ccccc2)c2ccccc2)ccc1O,-1,-1,-19,-23,-20,-7,-5,94,3.3,11
CCOc1ccc(N2C(=O)CC(NCC3CCCO3)C2=O)cc1 (centres undefined),3,2,-7,12,-6,6,-1,90,3.4,-1
Cn1c(=O)oc2cc(S(=O)(=O)NCCC(=O)N3CCc4ccccc4C3)ccc21,-3,2,-1,9,-7,1,1,103,-1.3,-2
Cc1ccc(N2CC(C(=O)N3CCN(c4ccccn4)CC3)CC2=O)cc1 (centres undefined),1,4,2,-7,-1,17,1,90,0.3,-4
CC(C)C1(C(C)C)OC(=O)c2ccccc21,6,1,1,-1,-8,0,19,99,-0.4,7
COc1ccc(Nc2nc(C)cc(C)c2C#N)cc1,0,1,-16,-1,0,-3,4,86,-0.6,-1
Cn1c(SCC(=O)NCC2CCCO2)nnc1-c1ccc(S(=O)(=O)N2CCCC2)cc1 (centres undefined),4,-1,0,8,-7,-5,8,101,1.0,1
Cc1cc(C)c(C)c(S(=O)(=O)NCC(=O)Nc2ccccc2F)c1C,5,0,2,2,-6,-3,2,97,-2.4,-3
NC(=O)C1CCN(c2nc(-c3ccc4occc(=O)c4c3)cs2)CC1,-2,2,5,-8,-6,-6,1,100,-1.4,0
COc1ccccc1C(=O)Nc1cc2c(cc1C(=O)O)OCCCO2,10,-1,2,2,-5,-2,5,108,0.5,-14
O=C(Nc1ccc(F)cc1)C(c1ccccc1)N1CCN(c2cccc(C(F)(F)F)n2)CC1 (centres undefined),-3,/,/,/,-6,-12,/,/,/,-1
O=C1C(c2ccccc2)=[N+]([O-])c2ccccc21,-1,15,-7,-33,-5,-12,-16,103,-2.6,-16
CCCC(=O)N/C(N)=N/c1nc(C)c2cc(C)ccc2n1,-3,5,0,-8,-5,2,-5,98,-0.9,-5
CN(C)C(=O)CSc1n[nH]c(=O)[nH]c1=O,-1,2,-4,0,-3,8,-3,99,-0.2,-2
CCOc1cc2[nH]c(=S)n(CCCC(=O)NCc3ccccn3)c(=O)c2cc1OCC,-4,0,0,11,-2,-3,-3,98,-2.5,-1
O=C(Nc1nc(-c2ccc(S(=O)(=O)N3CCCC3)cc2)cs1)c1ccco1,4,-1,-6,15,-4,3,11,98,-1.1,-2
Cc1ccccc1NC(=O)c1cnc2ccccn2c1=O,-3,-20,-10,-14,-8,4,16,94,-2.1,-2
COc1ccc(C(=O)c2ccc3oc(-c4ccc(OC)cc4)c(-c4ccc(O)cc4)c3c2)cc1,-2,-7,-8,-15,-5,1,7,94,-2.2,54
O=c1[nH][nH]c(-c2ccccc2)c1C=Nc1cccc(Cl)c1,-3,3,2,13,-5,3,6,104,2.6,2
COc1ccc(N(CC(=O)NC2CCCCC2)C(=O)CCC(=O)Nc2nc(C)cs2)cc1OC,2,0,-9,3,-5,-3,19,91,-1.2,-10
COc1ccc(/C=N/NC(=O)c2ccccc2)cc1CN1CCN(c2ccc(F)cc2)CC1,-8,0,6,22,-3,0,-1,96,-2.5,-1
COCc1cccc(-c2csc(C(NC(C)=O)c3ccccc3)n2)c1 (centres undefined),13,0,3,-1,-5,2,0,97,-0.6,19
Cc1ccc(-n2nnnc2SCC(N)=O)c(C)c1,4,3,-1,-4,-10,0,1,92,-0.1,0

(cont.)
Molecule,HTR2A ag,N-glyco inh,PDI inh,H9c2 protect,CaV13 FRET inh,ABHD5 PLIN5 PPI,MC4R antagonist,ABCB6 inh 2,MC4R ag barr,Exocytosis inh
Cc1ccc(CCNC(=O)C2CCC(=O)N(Cc3ccccc3F)C2)o1 (centres undefined),13,1,-2,0,-5,2,9,99,-5.3,-14
O=C(NC1CCCCC1)NC1CCN(C(=S)NCc2ccco2)CC1,7,0,-11,-14,-6,1,-6,100,-1.6,-1
CC(C)(C)c1ccc(C(=O)N/C(=C\c2ccco2)C(=O)O)cc1,1,1,-5,14,-3,-3,17,95,3.6,-3
O=C(Cc1coc2ccc3ccccc3c12)Nc1nnc(C2CC2)s1,12,-10,3,-3,-5,-13,-5,85,27*,1
CC(C)CCNC(=O)c1cnn2c(C(F)(F)F)cc(-c3ccco3)nc12,-1,-7,7,21,-5,2,13,103,-1.0,5
COc1cccc(C(=O)N2[C@H](COCc3ccccc3)C=CS2(=O)=O)c1,-3,1,/,-2,-10,8,/,94,/,6
